UGM FP inh: Mtb UDP-galactopyranose mutase inhibition | P9WIQ1 | purified UGM, fluorescence polarization probe displacement | inhibition, % at 10 µM | 320,000 tested, 0.06% active | AID 504406; in the data active = inhibition above about 10%, passing the limit was not always enough; inconclusive = no clear call, values can overlap the other calls
Target sequence (P9WIQ1 whole entry, looked up): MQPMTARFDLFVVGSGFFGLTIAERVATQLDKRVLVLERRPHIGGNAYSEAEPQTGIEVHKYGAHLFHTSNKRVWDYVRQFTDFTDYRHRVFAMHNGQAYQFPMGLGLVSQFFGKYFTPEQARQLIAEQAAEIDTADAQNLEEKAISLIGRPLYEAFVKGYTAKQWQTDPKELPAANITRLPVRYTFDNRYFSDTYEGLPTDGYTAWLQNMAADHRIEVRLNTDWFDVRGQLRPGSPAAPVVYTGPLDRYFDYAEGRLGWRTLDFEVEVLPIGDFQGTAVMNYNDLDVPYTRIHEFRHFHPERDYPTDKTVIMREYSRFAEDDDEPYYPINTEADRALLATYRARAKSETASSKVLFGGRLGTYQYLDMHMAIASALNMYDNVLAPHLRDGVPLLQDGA
FadD28 FP inh: blocks FadD28 binding to the bisubstrate probe; fluorescence polarization; inhibition, % at 12.5 µM; 360,000 tested, 0.22% active; AID 588549; in the data active = inhibition above about 8.5%, passing the limit was not always enough; inconclusive = no clear call, values can overlap the other calls
Mtb FBA inh: inhibitors of M. tuberculosis fructose-bisphosphate aldolase; inhibition, % at 1 µM; purified M. tuberculosis FBA, fluorescence read-out; 360,000 tested, 2.3% active; P9WQA3; in the data active = inhibition above about 27%;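 also: 0% = vehicle and 100% = reference inhibitor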
Target sequence (P9WQA3 whole entry, looked up): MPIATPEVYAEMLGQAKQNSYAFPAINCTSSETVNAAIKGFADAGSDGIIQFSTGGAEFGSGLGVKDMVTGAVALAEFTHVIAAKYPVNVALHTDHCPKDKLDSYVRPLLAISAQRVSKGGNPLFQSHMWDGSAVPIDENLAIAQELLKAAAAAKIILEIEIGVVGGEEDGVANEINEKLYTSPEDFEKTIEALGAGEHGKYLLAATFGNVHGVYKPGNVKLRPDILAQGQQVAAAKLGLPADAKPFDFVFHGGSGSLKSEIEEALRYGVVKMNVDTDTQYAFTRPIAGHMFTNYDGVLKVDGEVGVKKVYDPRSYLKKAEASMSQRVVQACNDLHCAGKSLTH
Vc quorum ag: induces V. cholerae light production without autoinducers; V. cholerae BH1578 lux reporter, luminescence, 6 h; activation, % at 18.7 µM; 350,000 tested, 0.16% active; AID 588436; in the data active = activation mostly above about 9.7%, no sharp cut-off; inconclusive = no clear call, values can overlap the other calls; inactive = mostly below about 3.7%; also: not every result past the cut was called active; inactives centre near 0; reference of the scale not given here
Y pestis TopoI: inhibitors of Yersinia pestis topoisomerase I | Y. pestis Topo-I cleavage product accumulation, plate reader | activity, % at 10 µM | 360,000 tested, 0.064% active | AID 504884; in the data active = activity above about 50%, passing the limit was not always enough; inconclusive = no clear call, values can overlap the other calls; also: inactives centre near 2
TcdB inh: blocks C. difficile toxin B glycohydrolase activity | TcdB glycohydrolase enzymatic assay, plate reader | 350,000 tested, 0.24% active | inhibition, % at 9.99 µM | P18177; in the data active = inhibition above about 10%
PfHsp40 rescue: restores yeast growth despite PfHsp40 toxicity; AID 504582; 340,000 tested, 0.68% active; growth rescue, % at 12.5 µM; S. cerevisiae expressing PfHsp40, growth rescue, ATP luminescence; in the data active = growth rescue above about 28%, passing the limit was not always enough; inconclusive = no clear call, values can overlap the other calls;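 also: yeast W303a lacking pdr1 and pdr3 grown in galactose medium; growth measured after three days at 30 °C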
GDH-TPI inh: GDH-TPI coupled enzyme inhibition counter-screen; inhibition, % at 4.8 µM; 360,000 tested, 1.2% active; GDH-TPI coupled enzyme counterscreen, NADH absorbance; in the data active = inhibition above about 30%;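 also: 0% = DMSO wells and 100% = wells lacking the enzyme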
BioA inh: BioA (M. tuberculosis) enzyme inhibition. purified M. tuberculosis BioA enzyme, plate reader. inhibition, % at 9.99 µM. 360,000 tested, 0.096% active. AID 602481; in the data active = inhibition above about 40%; inconclusive = no clear call, values can overlap the other calls
Starred values were filed as active, the others as inactive; i = inactive; ? = inconclusive; / = no result given.

SMILES | UGM FP inh | FadD28 FP inh | Mtb FBA inh | Vc quorum ag | Y pestis TopoI | TcdB inh | PfHsp40 rescue | GDH-TPI inh | BioA inh
CN(Cc1nc(Cc2ccccc2F)no1)CC1(N2CCOCC2)CCCCC1 | 0.5 | 0.7 | 3 | -0.6 | 3 | 0.0 | -1.7 | 4 | -2.7
COCCN(CC(=O)Nc1cccc(C)c1C)C(=O)C1CCN(S(=O)(=O)c2ccccc2)CC1 | / | -1.1 | 2 | i | 30 | 0.4 | -1.7 | 2 | -1.1
C=C(Cl)CSC(=S)N(CC)CC | -0.9 | -4.7 | -1 | -0.3 | -6 | 1.3 | -0.9 | -8 | -0.2
CC(OC(=O)c1ccccc1C(=O)O)c1ccccc1 (stereo unspecified) | / | -3.3 | -1 | -2.2 | 7 | 1.2 | -1.2 | -9 | -0.2
O=C(Nc1cccc(C(F)(F)F)c1)c1cc(-c2ccc(F)cc2)on1 | 2.7 | -1.8 | 1 | 1.7 | -8 | / | -0.1 | 3 | /
CC(=O)NS(=O)(=O)c1ccc2c(c1)C(=O)c1cc(S(=O)(=O)NC(C)=O)ccc1-2 | 1.4 | -2.1 | 3 | -0.8 | -2 | -0.2 | -1.0 | 11 | -2.5
CCCN1C(=O)c2cc(C(=O)NCc3ccc(OC)cc3)ccc2C1O (stereo unspecified) | 0.9 | -2.9 | 0 | -0.3 | -4 | -0.1 | 10 | 0 | 0.6
O=C(NCCCN1CCN(Cc2ccccc2)CC1)C1CCN(S(=O)(=O)N2CCCC2)CC1 | -1.3 | -1.1 | 5 | -0.5 | 2 | -0.3 | -0.9 | 7 | -0.3
CCOc1ccc(NC(=O)c2nccnc2CO)cc1 | 0.4 | -1.5 | 0 | i | -2 | / | -0.5 | 5 | 1.0
Cc1cccc(NS(=O)(=O)c2c(C)[nH]c(C)c2C(=O)N2CCCC2)c1 | 0.2 | -0.1 | 1 | -0.2 | 11 | 1.5 | 0.8 | -4 | -0.5

Molecules shown so far that contain a halogen (3):
SMILES | UGM FP inh | FadD28 FP inh | Mtb FBA inh | Vc quorum ag | Y pestis TopoI | TcdB inh | PfHsp40 rescue | GDH-TPI inh | BioA inh
CN(Cc1nc(Cc2ccccc2F)no1)CC1(N2CCOCC2)CCCCC1 | 0.5 | 0.7 | 3 | -0.6 | 3 | 0.0 | -1.7 | 4 | -2.7
C=C(Cl)CSC(=S)N(CC)CC | -0.9 | -4.7 | -1 | -0.3 | -6 | 1.3 | -0.9 | -8 | -0.2
O=C(Nc1cccc(C(F)(F)F)c1)c1cc(-c2ccc(F)cc2)on1 | 2.7 | -1.8 | 1 | 1.7 | -8 | / | -0.1 | 3 | /

Next records follow:
SMILES | UGM FP inh | FadD28 FP inh | Mtb FBA inh | Vc quorum ag | Y pestis TopoI | TcdB inh | PfHsp40 rescue | GDH-TPI inh | BioA inh
O=c1c2ccccc2nnn1CSc1ccc2c(c1)OCCO2 | 1.3 | -4.4 | 152* | i | -1 | / | 1.5 | 3 | -0.2
C/C(CC(=O)Nc1ccc(C)c(Cl)c1)=N\NC(=O)Cc1ccccc1 | 3.3 | -1.9 | 0 | i | -1 | / | -2.0 | 8 | -0.8
COC(=O)NCc1cc2cc(Cl)ccc2[nH]1 | 0.8 | -1.4 | -1 | i | -2 | 1.7 | 0.4 | -5 | -0.6
COc1ccccc1NC(=O)NCCc1c[nH]c2ccccc12 | 1.6 | -2.1 | -3 | -0.5 | 3 | 0.3 | -0.7 | -1 | /
Cc1ccc(NC(=O)Cn2sc3nc(C)cc(C)c3c2=O)c(Cl)c1 | -0.1 | 0.1 | 0 | -0.4 | 8 | 1.6 | 2.0 | 14 | -1.8
O=C(C[n+]1cccc(CNC(=O)c2ccc(OC(F)F)cc2)c1)Nc1ccc(F)cc1 | 0.7 | -4.8 | 2 | -0.3 | -18 | 1.1 | 1.0 | -4 | /
CCN1C(=O)[C@H]2[C@@H](c3ccc(-c4cc(C(C)=O)cs4)cc3)N3CCC[C@@]3(C(=O)OC)[C@H]2C1=O | -0.8 | 0.0 | 8 | i | 6 | 0.3 | 1.2 | 40* | -0.3
Cc1nc(C(F)(F)F)ccc1C(=O)N1CCC1(C)C(=O)NS(=O)(=O)c1cccc(F)c1 (stereo unspecified) | / | -3.3 | 1 | -1.6 | 2 | -1.1 | / | -3 | 0.6
COc1cc(/C=N/NC(=O)/C(=C\c2ccc([N+](=O)[O-])cc2)NC(=O)c2ccccc2)cc(OC)c1O | -4.4 | -2.4 | -1 | -0.3 | 14 | / | 1.1 | 43* | 0.3
COc1cc(C)nc(NS(=O)(=O)c2ccccc2)n1 | -0.9 | -4.5 | 0 | -0.3 | -8 | / | -1.2 | -7 | -0.7
CCC(C)NC(=O)CN(c1ccc(OC)cc1)S(=O)(=O)c1ccc(NC(C)=O)cc1 (stereo unspecified) | 1.4 | -0.5 | 1 | -4.3 | 3 | / | -1.2 | 10 | -1.0
O=C(COc1ccc(Cc2ccccc2)cc1)c1ccc(F)cc1 | 0.0 | -2.0 | -1 | -0.3 | 40 | -0.4 | 2.1 | -7 | 0.4
Cc1cc(=O)[nH]c(Nc2cccc(Br)c2)n1 | 0.0 | -3.9 | -6 | i | -6 | 1.7 | -1.1 | -6 | -2.3
c1ccc2c(c1)ncn2CCC1CCCCC1 | 1.5 | -3.7 | 6 | -0.2 | 22 | / | -0.9 | -1 | 2.9
CC/C(=N\NC(=O)c1cc(C)oc1C)c1ccc(OC(F)F)cc1 | / | -2.6 | 3 | -0.3 | -5 | 0.7 | / | 10 | 1.2
COc1ccc(CC(=O)NC(C)c2ccc3ccccc3c2)cc1 (stereo unspecified) | -2.5 | -0.4 | 0 | i | 22 | 1.5 | 1.5 | 2 | 0.7
N#CCc1nc(CSc2nc3ccccc3s2)cs1 | -1.0 | 0.3 | 1 | i | 7 | 0.4 | -1.6 | 7 | 1.2
Cc1cccc(CS(=O)(=O)Cc2ccc(C(=O)NC(C)c3ccccc3)o2)c1 (stereo unspecified) | 0.9 | -2.4 | 1 | i | 3 | 0.3 | 0.3 | 9 | -0.9
Cc1ccc(S(=O)(=O)CCN2CCN(c3ccccn3)CC2)cc1 | 1.5 | -0.4 | -4 | i | 2 | 0.3 | -1.1 | 7 | -0.1
Cc1cccc(C(=O)OCc2cc(=O)oc3c(C)c(C)ccc23)c1O | -0.3 | -0.3 | -2 | -3.1 | 7 | / | 0.4 | -3 | -0.4
CCOC(=O)c1c(NC(C)=O)sc2c(O)c(Br)ccc12 | 1.6 | -1.3 | -1 | -0.3 | 1 | / | -2.3 | 17 | -1.1
COc1ccc(OC)c(NC(=O)Cn2c(CCC(=O)O)ccc2-c2ccccc2)c1 | 0.1 | 0.0 | -1 | -0.4 | 4 | / | 0.7 | 11 | /
O=C(NCCc1c[nH]c2ccccc12)C(=O)NCC1OCCCN1S(=O)(=O)c1cccs1 (stereo unspecified) | 0.6 | -4.0 | -1 | -0.3 | 2 | -0.1 | 1.7 | 2 | /
COC(=O)C1CSc2[nH]c(=O)sc2C1c1ccccc1 (stereo unspecified) | -0.8 | 0.3 | -2 | -0.2 | 3 | 0.0 | -0.9 | 12 | -6.7
COc1ccc(C=O)cc1Oc1nc(Cl)ncc1F | -2.0 | -3.3 | 3 | -0.2 | 5 | 2.8 | -1.2 | -2 | -0.6
CCCCN1CC2=C(C1=O)C(c1ccc(O)cc1)NC(=O)N2C (stereo unspecified) | 0.7 | 0.1 | 2 | i | 5 | 1.3 | -0.1 | 1 | /
O=C(CCNC(=O)c1ccco1)Nc1ccc(Cl)cc1 | 0.9 | -1.6 | 0 | i | 1 | 1.0 | -0.5 | 3 | /
Cc1ccccc1S(=O)(=O)Cc1ccc(C(=O)NCCN2CCCCC2C)o1 (stereo unspecified) | 1.9 | -1.1 | 0 | -0.3 | -4 | / | 0.8 | 1 | -4.6
Cc1cccn2c(=O)c3cc(S(=O)(=O)c4ccc(F)cc4)c(=N)n(Cc4ccco4)c3nc12 | 5.1 | -2.3 | 116* | -0.9 | -3 | 1.2 | -1.3 | 0 | -1.9
CCOC(=O)CNC(=O)N1CCCC(C(=O)c2cccc(Cl)c2)C1 (stereo unspecified) | -0.2 | -5.5 | -3 | -0.2 | -1 | 0.0 | 1.1 | -5 | /
CCN1CCCC1CNC(=O)c1ccc2c(c1)N(Cc1cccc(Cl)c1)C(=O)c1ccccc1S2(=O)=O (stereo unspecified) | -2.3 | -10 | 0 | -0.3 | -22 | 2.8 | 1.1 | 12 | 6.2
CCOc1ccc(C2NC(=O)c3n[nH]c(C)c32)cc1 (stereo unspecified) | -0.4 | -1.0 | 0 | -0.3 | 4 | 1.8 | -0.9 | -7 | 2.3
O=C(O)c1ccc(N2C(=O)CC(SC(=NCc3ccc4c(c3)OCO4)Nc3ccccc3)C2=O)cc1 (stereo unspecified) | -1.0 | -4.5 | 1 | i | 1 | 1.8 | 0.2 | -3 | 0.4
CC1(C)CC(=O)C2=C(C1)N(CC1CCCO1)C(=O)C2(O)C(F)(F)F (stereo unspecified) | 0.7 | -1.9 | 1 | -0.3 | -3 | / | -1.1 | 8 | -0.7
CCCCN1CC[C@H]2C=CC[C@@H](C(=O)N3CCOCC3)[C@H]2C1=O | -2.5 | -2.3 | -2 | i | 4 | 0.4 | -0.9 | 3 | 3.1
C#CCOC(=O)c1ccc(-n2cncn2)nc1 | -2.6 | 0.4 | 2 | i | 10 | / | -0.9 | 8 | 1.1
O=C(Nc1ccc(F)cc1)NC1(C(=O)NCc2ccco2)CCCCC1 | 1.2 | 0.0 | 3 | 1.0 | 3 | / | -0.5 | 13 | -1.5
COC(=O)c1ccc2[nH]c(CO)c(-c3ccccc3)c2c1 | -2.6 | -2.5 | 5 | -1.4 | -6 | 0.9 | 20 | 16 | -0.5
O=C(CN1CCN(c2ccccc2O)CC1)NC(c1ccccc1)c1ccccc1 | 1.6 | -2.0 | -3 | -1.0 | 0 | / | -1.8 | 2 | 1.0
Cc1ccc(C)c(/C=N/NC(=S)NCCc2ccccc2)c1 | 3.0 | 0.1 | -2 | -0.2 | ? | / | -0.1 | 21 | 0.2

Quoted at random: 3 records from the list
SMILES | UGM FP inh | FadD28 FP inh | Mtb FBA inh | Vc quorum ag | Y pestis TopoI | TcdB inh | PfHsp40 rescue | GDH-TPI inh | BioA inh
CCCCN1CC[C@H]2C=CC[C@@H](C(=O)N3CCOCC3)[C@H]2C1=O | -2.5 | -2.3 | -2 | i | 4 | 0.4 | -0.9 | 3 | 3.1
CCN1CCCC1CNC(=O)c1ccc2c(c1)N(Cc1cccc(Cl)c1)C(=O)c1ccccc1S2(=O)=O (stereo unspecified) | -2.3 | -10 | 0 | -0.3 | -22 | 2.8 | 1.1 | 12 | 6.2
COC(=O)c1ccc2[nH]c(CO)c(-c3ccccc3)c2c1 | -2.6 | -2.5 | 5 | -1.4 | -6 | 0.9 | 20 | 16 | -0.5

More compounds
SMILES | UGM FP inh | FadD28 FP inh | Mtb FBA inh | Vc quorum ag | Y pestis TopoI | TcdB inh | PfHsp40 rescue | GDH-TPI inh | BioA inh
CCOC(=O)Cc1csc(NC(=O)Nc2ccc(F)cc2)n1 | 2.4 | -0.9 | 2 | -0.3 | 2 | 0.9 | 1.1 | 13 | -0.3
O=C(CCc1ccccc1)NC(=S)NCc1ccco1 | -0.6 | -5.0 | -1 | -0.4 | 16 | 1.4 | 0.2 | 1 | -1.4
O=C(/C=C/c1ccco1)NCc1ccco1 | -2.1 | -4.7 | -5 | i | 4 | -0.5 | -1.9 | -12 | -1.2
Cc1cc(N2CCN(C)CC2)nc2ccc(NC(=S)N3CCN(c4ccc(Cl)cc4)CC3)cc12 | -2.9 | -0.5 | 27* | i | -17 | 0.8 | -0.5 | 11 | -1.4
C[C@H](NS(=O)(=O)c1c(Cl)cccc1Cl)C(=O)NNC(=O)COc1ccccc1F | -0.2 | -1.8 | 20 | i | 2 | -0.7 | 50* | 3 | -2.7
